PfM18AAP inh: PfM18AAP enzyme inhibition; inhibition, % at 7.35 µM; AID 1822; hit rate 1.2% among 290,000; recombinant PfM18AAP, H-Glu-NHMec fluorogenic cleavage;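 active = inhibition above the campaign mean inhibition over all tested compounds plus 3 SD, cut at about 28% in these data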;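 also: 0% = plate median of test compound wells and 100% = 2 mM ZnCl2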
IDE cell activ: activators of human insulin-degrading enzyme in cells; P14735; HEK cells, FAbeta-B cleavage, fluorescence polarization; 0% vehicle, 100% cell-free pure enzyme wells; activation, % at 5.96 µM; hit rate 0.073% among 340,000;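 active = activation above the mean of all tested compounds plus 3 SD, set per screening campaign, cut at about 17% in these data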
MEKK3 PB1 HTS: MEKK3-MEK5 PB1 interaction, increase or decrease; binding response (% of control), % at 10 µM; hit rate 1.4% among 290,000; Q99759; bead-based flow cytometry, Alexa488-MEK5 binding to MEKK3; actives lie on both sides; 0 = blocked by unlabeled MEK5, 100 = vehicle;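 active = binding response more than 3 SD above or below the average of its plate-row segment, actives on both sides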;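 also: Alexa488 bead fluorescence after subtracting the streptavidin-only scavenger bead signal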
Target sequence (Q99759 whole entry, looked up): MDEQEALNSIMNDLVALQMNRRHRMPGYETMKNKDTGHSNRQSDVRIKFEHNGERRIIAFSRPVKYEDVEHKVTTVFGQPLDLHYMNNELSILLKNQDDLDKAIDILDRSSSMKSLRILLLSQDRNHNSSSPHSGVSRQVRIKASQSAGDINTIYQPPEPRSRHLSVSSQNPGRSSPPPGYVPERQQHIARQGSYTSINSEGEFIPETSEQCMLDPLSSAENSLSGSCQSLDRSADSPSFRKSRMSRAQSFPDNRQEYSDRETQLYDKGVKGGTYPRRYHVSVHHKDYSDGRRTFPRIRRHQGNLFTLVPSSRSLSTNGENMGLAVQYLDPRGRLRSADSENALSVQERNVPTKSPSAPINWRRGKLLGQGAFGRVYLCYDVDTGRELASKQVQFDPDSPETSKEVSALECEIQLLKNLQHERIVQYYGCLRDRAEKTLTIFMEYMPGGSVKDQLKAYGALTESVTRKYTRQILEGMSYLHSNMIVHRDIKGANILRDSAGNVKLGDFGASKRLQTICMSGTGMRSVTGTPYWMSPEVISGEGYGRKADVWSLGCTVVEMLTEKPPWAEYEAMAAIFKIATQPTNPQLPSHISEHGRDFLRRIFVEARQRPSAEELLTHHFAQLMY
NALP1 inh: blocks the NALP1 inflammasome reconstituted in yeast. inhibition, % at 10 µM. hit rate 0.61% among 280,000. S. cerevisiae NALP1/ASC/caspase-1 growth, X-gal OD620, 72 h; in the data active = inhibition mostly above about 24%, no sharp cut-off; inactive = mostly below about 32%; also: some compounds called inactive have numbers as strong as hits
MEKK2 mut-MEK5: signal of MEK5 binding to mutant human MEKK2 PB1 domain; bead flow cytometry, Alexa488-MEK5 binding to MEKK2 mutant; percent response, % at 10 µM; hit rate 0.35% among 290,000; AID 1530; in the data active = percent response above about 24%, passing the limit was not always enough; also: inactives centre near 1; some results filed as inactive read as strong as hits; reference of the scale not given here
MEKK2 WT-MEK5: raises or lowers MEK5 binding to wildtype human MEKK2 PB1 domain | Q9Y2U5 | bead flow cytometry, Alexa488-MEK5 binding to MEKK2 WT; actives lie on both sides | binding response (% of control), % at 10 µM | hit rate 1.1% among 290,000; in the data active = binding response below about 67% or above about 130%
p-CIP stab down: compounds decreasing mouse p/CIP protein stability; Q05BA5; F442A p/CIP-EGFP cells, EGFP fluorescence, 16 h; decrease of EGFP signal, % at 10 µM; hit rate 0.01% among 290,000; AID 1984;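 active = EGFP signal decrease of at least 30% at 10 µM or well 3 SD below plate mean, unless failing retest; inactive = the rest, including hits failing retest or dose response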; also: some compounds called inactive have numbers as strong as hits; many of its hits are not listed in these tables
UBC9 SUMO inh: blocks human SUMOylation mediated by UBC9; P63279; HTRF SUMOylation assay, SAE1/SAE2 + UBC9, in vitro; inhibition, % at 35 µM; hit rate 0.36% among 290,000; AID 2006; in the data active = inhibition above about 50%, passing the limit was not always enough; also: strong numbers were not always called active
Target sequence (P63279 whole entry, looked up): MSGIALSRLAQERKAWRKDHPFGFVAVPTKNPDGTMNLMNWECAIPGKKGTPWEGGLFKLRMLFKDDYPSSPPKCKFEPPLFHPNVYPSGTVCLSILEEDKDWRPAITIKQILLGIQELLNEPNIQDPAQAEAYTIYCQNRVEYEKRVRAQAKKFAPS
IDE inh: inhibitors of human insulin-degrading enzyme in cells; HEK cells, FAbetaB cleavage, fluorescence polarization; inhibition, % at 5.59 µM; hit rate 0.41% among 320,000; P14735; AID 434962;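 active = percent inhibition above the average of all tested compounds plus 3 SD, set per screening campaign, cut at about 16% in these data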;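 also: IDE supplied by intact live HEK cells; FP after avidin binding of uncleaved biotin substrate so inhibition keeps polarization high; 0% = DMSO wells and 100% = 60 µM reference IDE inhibitor Ii1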
Numbers without * were called inactive; . = not tested or not shown; & = joins results of further samples; [ ] = another dose, or the depositor's remark. These rows are one share of the data. The share of hits here may be higher or lower than overall.

Order of results: PfM18AAP inh | IDE cell activ | MEKK3 PB1 HTS | NALP1 inh | MEKK2 mut-MEK5 | MEKK2 WT-MEK5 | p-CIP stab down | UBC9 SUMO inh | IDE inh
- CCCCC(CC(C)O)c1n[nH]c(=S)n1-c1ccccc1 (stereo not given)
→ 17.9 | 1.3 | 112.0 | 24.4 | 6.0 | 109.0 | 6.5 | -9.8 | 4.9
- COc1cc2[nH]c3c(=O)n(N)c(=O)[nH]c3c2cc1OC
→ 4.7 | 0.2 | 104.0 | 20.2 | -1.0 | 102.0 | 5.6 | -5.2 | 1.4
- CCOC(=O)c1nnn(-c2nonc2-n2cccc2)c1CN1CCC(C(=O)OCC)CC1
→ -6.0 | 0.2 | 102.0 | -13.5 | 0.0 | 100.0 | -1.2 | -19.0 | 2.4
- N#CCCNc1c(Cl)cc(Cl)cc1C(=O)O
→ 9.1 | 5.0 | 100.0 | 27.4 | -5.0 | 98.0 | 0.4 | 12.9 | -2.3
- O=C(NCc1ccc(N2CCCC2=O)cc1)c1cnccn1
→ -7.7 | -0.2 | 107.0 | 1.3 | 4.0 | 106.0 | -1.7 | -1.2 | 3.4
- Cc1nc(SCc2cccc(F)c2)c2oc3ccccc3c2n1
→ 1.4 | -3.0 | 99.0 | -10.3 | 0.0 | 104.0 | 2.6 | -8.8 | 3.4
- CC1=CC(C)C2(CO)COC(c3cccnc3)C1C2C (stereo not given)
→ 1.4 | 0.9 | 101.0 | 39.0 | -1.0 | 102.0 | -5.3 | 10.3 | 1.3
- Cc1nc2ccccc2n1C1CCN(C(=O)Nc2ccccc2)CC1
→ 0.7 | 8.0 | 95.0 | -0.2 | -2.0 | 97.0 | -15.4 | 9.6 | -7.8
- COc1ccccc1C(=O)Nc1nnc(CCc2ccccc2)s1
→ -7.7 | 2.0 | 105.0 | 9.6 | -4.0 | 101.0 | -5.3 | 3.3 | 0.3
- Cc1ccccc1OCc1n(CC(=O)OC2CC(C)CCC2C(C)C)c2ccccc2[n+]1C (stereo not given)
→ 4.2&12.5 | 11.1&9.3 | 104.0&107.0 | 15.4&10.9 | -3.0&7.0 | 159.0* | 0.4&-14.9 | 2.2&9.7 | -3.8
- COc1ccccc1CNC(=O)CCS(=O)(=O)c1cccc2nonc12
→ -3.6 | 1.6 | 97.0 | -7.7 | -1.0 | 98.0 | -14.7 | 8.3 | 2.1
- CCCCn1c(=O)n(CC(=O)Nc2ccc(OC)c(Cl)c2)c(=O)c2c1nc(CO)n2CCC
→ 3.0 | -1.9 | 95.0 | 14.6 | -4.0 | 99.0 | -2.1 | 11.6 | 1.1
- CC(C)=CC(=O)NCCc1ccccc1
→ -4.3 | 1.5 | 107.0 | 0.9 | 5.0 | 103.0 | -24.7 | 15.6 | 3.1
- CCn1c(SCc2ccc(C)cc2)nnc1-c1cnccn1
→ -7.7 | 5.1 | 101.0 | -6.6 | 4.0 | 102.0 | 4.5 | 10.7 | 0.8
- COc1ccc(C(CNC(=O)COc2ccc(Cl)cc2C)N2CCCCC2)cc1 (stereo not given)
→ -0.6 | 4.2 | 102.0 | 11.8 | 6.0 | 105.0 | -2.2 | 2.1 | -4.9
- CSc1nc(C)cc(-n2ccc(=O)[nH]c2=O)n1
→ -7.7 | 5.0 | 116.0 | 36.1 | 9.0 | 111.0 | -2.5 | 9.9 | -2.1
- Cc1cc(C)c(C#N)c(N2CCN(Cc3ccc4c(c3)OCO4)CC2)n1
→ -7.1 | 0.4 | 103.0 | -18.8 | 3.0 | 106.0 | -0.9 | 14.2 | 1.9
- CCC(Sc1ncccc1C(=O)O)C(=O)N1CCCC1 (stereo not given)
→ -14.2 | 7.4 | 111.0 | 11.7 | 5.0 | 106.0 | -8.3 | 4.8 | -4.0
- C=C(C)Cn1c(SCC(=O)O)nc2c1c(=O)[nH]c(=O)n2C
→ -3.3 | 4.1 | 105.0 | . | 3.0 | 107.0 | -3.7 | -8.9 | 0.7
- COc1cc(C(C)=O)ccc1OCC(=O)N1CCc2ccccc2C1
→ 4.0 | 0.0 | 103.0 | 10.4 | 5.0 | 103.0 | -4.9 | -14.4 | -1.8
- O=C(COCC(=O)N/N=C/c1ccccc1F)N/N=C/c1ccccc1F
→ 0.0 | 2.6 | 102.0 | 23.5 | 15.0 | 103.0 | -12.0 | 11.8 | 1.8
- C/C(=N/OCO/N=C(\C)c1ccccc1)c1ccccc1
→ 2.1 | 2.3 | 103.0 | 10.0 | 9.0 | 108.0 | -9.0 | -8.3 | 4.2
- Cc1ccc(NC(=O)CN2C(=O)/C(=C\c3cccs3)SC2=S)cc1
→ 4.0 | 5.5 | 100.0 | 42.2 | -1.0 | 103.0 | -0.1 | -3.6 | -2.7
- COc1ccccc1NCC(=O)NNC(C)C(=O)Nc1cccc(Cl)c1 (stereo not given)
→ 14.9 | -2.7 | . | -21.8 | . | . | 10.8 | -19.2 | 3.0
- c1ccc2c(c1)c1ccccc1n2CN1CCOCC1
→ -9.9 | -2.6 | 104.0 | -2.2 | 18.0 | 112.0 | -1.5 | 0.3 | 5.8
- CCNc1nc(Oc2ccccc2)nc(OC(C)C(=O)OCC)n1 (stereo not given)
→ 0.7 | 3.5 | 113.0 | -67.2 | 3.0 | 115.0 | 1.3 | 5.9 | 2.8
- CC(CN1CCN(c2ccccc2)CC1)c1ccccc1 (stereo not given)
→ 1.3 | 2.5 | 88.0 | 24.7 | -5.0 | 103.0 | -0.9 | -2.7 | -2.4
- COC(=O)c1ccccc1N/C=C1\CCc2c(c(C)nn2-c2ccccn2)C1=O
→ 20.2 | 3.6 | 95.0 | 7.2 | -4.0 | 92.0 | -16.6 | 7.7 | -0.2
- CCCCN(C(=O)NC(=O)Nc1cc(C)ccc1C)S(C)(=O)=O
→ -2.4 | 4.6 | 95.0 | 0.9 | -2.0 | 97.0 | -2.3 | 12.6 | 0.9
- Cc1cccc(NC(=O)CCc2c(C)nc3ncnn3c2C)n1
→ 4.7 | 1.0 | 101.0 | 9.1 | 1.0 | 97.0 | 4.1 | 6.5 | 6.8

Reformatted in CSV form: part of the list above.
SMILES,PfM18AAP inh,IDE cell activ,MEKK3 PB1 HTS,NALP1 inh,MEKK2 mut-MEK5,MEKK2 WT-MEK5,p-CIP stab down,UBC9 SUMO inh,IDE inh
Cc1ccc(NC(=O)CN2C(=O)/C(=C\c3cccs3)SC2=S)cc1,4.0,5.5,100.0,42.2,-1.0,103.0,-0.1,-3.6,-2.7
COc1ccccc1NCC(=O)NNC(C)C(=O)Nc1cccc(Cl)c1 (stereo not given),14.9,-2.7,.,-21.8,.,.,10.8,-19.2,3.0
c1ccc2c(c1)c1ccccc1n2CN1CCOCC1,-9.9,-2.6,104.0,-2.2,18.0,112.0,-1.5,0.3,5.8
CCNc1nc(Oc2ccccc2)nc(OC(C)C(=O)OCC)n1 (stereo not given),0.7,3.5,113.0,-67.2,3.0,115.0,1.3,5.9,2.8
CC(CN1CCN(c2ccccc2)CC1)c1ccccc1 (stereo not given),1.3,2.5,88.0,24.7,-5.0,103.0,-0.9,-2.7,-2.4
COC(=O)c1ccccc1N/C=C1\CCc2c(c(C)nn2-c2ccccn2)C1=O,20.2,3.6,95.0,7.2,-4.0,92.0,-16.6,7.7,-0.2
CCCCN(C(=O)NC(=O)Nc1cc(C)ccc1C)S(C)(=O)=O,-2.4,4.6,95.0,0.9,-2.0,97.0,-2.3,12.6,0.9
Cc1cccc(NC(=O)CCc2c(C)nc3ncnn3c2C)n1,4.7,1.0,101.0,9.1,1.0,97.0,4.1,6.5,6.8

The listing continues:
Order of results: PfM18AAP inh | IDE cell activ | MEKK3 PB1 HTS | NALP1 inh | MEKK2 mut-MEK5 | MEKK2 WT-MEK5 | p-CIP stab down | UBC9 SUMO inh | IDE inh
- CCCCN(c1ccccc1)S(=O)(=O)N(C)C
→ -7.4 | . | 93.0 | 0.6 | -9.0 | 94.0 | -4.4 | -2.4 | 1.6
- COc1ccc(CCNC(=O)CN(C)S(=O)(=O)c2ccc3c(c2)CCC(=O)N3)cc1OC
→ 0.9 | 3.7 | 101.0 | 5.2 | 15.0 | 100.0 | -16.0 | -6.0 | 1.3
- COC(=O)C1CCN(c2ccc([N+](=O)[O-])cc2)CC1
→ 3.5 | 1.9 | 90.0 | 9.5 | -3.0 | 94.0 | -0.4 | -2.7 | -3.0
- COc1ccc(NC(=O)c2nnn(Cc3ccc(SC)cc3)c2N)c(OC)c1
→ 3.2 | 1.7 | 98.0 | -21.3 | 4.0 | 102.0 | -2.1 | 4.2 | -1.6
- COCCn1c(SCc2ccccc2)nc2c1c(=O)[nH]c(=O)n2C
→ 1.5 | -2.5 | 100.0 | 0.9 | 0.0 | 104.0 | 3.4 | -9.1 | 2.2
- CSc1ccc(NC(=O)NCCN2CCc3ccccc3C2)cc1
→ 1.8 | -6.2 | 49.0*[inhibitor] | 13.0 | -20.0 | 86.0 | -2.2 | 39.8 | -3.7
- Cc1cc(C)nc(N/N=C/C=C/c2ccccc2)n1
→ 2.9 | 4.3 | 96.0 | 15.3 | -1.0 | 100.0 | 3.5 | 0.7 | -0.7
- O=C(CSc1nc(N2CCCCC2)nc(N2CCCCC2)n1)N1CCc2ccccc21
→ -2.0 | . | 111.0 | 13.3 | 19.0 | 106.0 | -10.9 | 4.7 | .
- Cc1ccc(-n2nc3c([n+]2[O-])CCc2c-3no[n+]2[O-])cc1
→ 2.1 | 2.8 | 92.0 | 19.9 | -7.0 | 91.0 | 11.8 | 2.6 | 0.8
- O=C(CSc1nc(Nc2ccccc2)nc(N2CCOCC2)n1)N1CCc2ccccc21
→ -15.7 | -2.2 | 96.0 | 7.5 | -3.0 | 93.0 | -14.0 | 8.0 | 4.1
- CC1(C)Cc2c(sc(NC(=O)c3ccccc3Cl)c2C(=O)O)CO1
→ 4.4 | 6.8 | 99.0 | 15.9 | -9.0 | 92.0 | -10.0 | -11.6 | -2.5
- CC1(C)CC2(CCO1)OC(=O)CC2C(=O)Nc1ccccc1Cl (stereo not given)
→ -6.1 | 4.6 | 98.0 | 2.6 | -2.0 | 90.0 | -0.7 | 5.7 | -2.1
- Cc1ccccc1N1CCN(C(=O)CN2C(=O)c3ccccc3C2=O)CC1
→ 1.6 | -3.5 | 108.0 | 10.3 | 5.0 | 108.0 | -0.2 | -3.0 | 8.3
- CC(C)CNC(=S)NNC(=O)c1ccco1
→ 9.2 | 1.7 | 104.0 | -1.6 | 4.0 | 104.0 | -2.0 | 6.6 | -5.0
- O=C(Nc1ccc(Cl)cn1)c1cccc2ccccc12
→ -2.3 | 3.3 | 98.0 | 8.3 | -3.0 | 91.0 | 16.0 | 1.9 | 2.6
- CCCn1c(CCC(=O)O)ccc1-c1ccc(F)cc1
→ 4.5 | 3.5 | . | 4.1 | . | . | -9.0 | 10.5 | -6.1
- CSc1cccc(NC(=O)C2(S(=O)(=O)c3ccc(C)cc3)CC2)c1
→ -1.1 | 2.8 | 104.0 | 8.6 | -9.0 | 98.0 | 7.1 | -2.6 | -0.7
- CC(=O)c1ccc(OCc2cc(C(=O)NCC3CCCCO3)no2)cc1 (stereo not given)
→ -9.1 | 1.0 | 101.0 | 1.7 | 4.0 | 98.0 | -6.5 | 23.5 | 1.6
- CCc1nn(CC(=O)NCCCN(Cc2ccccc2)C(C)C)c(=O)c2cc3sccc3n12
→ -12.7 | -0.7 | 103.0 | 5.1 | 8.0 | 112.0 | -7.3 | 8.9 | 1.4
- COc1ccc(C(=O)/C=C(\C)Nc2ccc(NC(C)=O)cc2)cc1
→ 4.4 | 4.6 | 101.0 | 9.2 | 0.0 | 97.0 | 6.1 | 3.5 | 11.7
- CCC(=O)N1c2ccc(S(=O)(=O)N3CCN(c4ccc([N+](=O)[O-])cc4)CC3)cc2CC1C (stereo not given)
→ 1.2 | -0.6 | 96.0 | -22.6 | -3.0 | 94.0 | -17.1 | 8.6 | 5.8

Bioassay records as filed in PubChem.
